RGS4 inh – blocks human RGS4-accelerated GTP hydrolysis | P49798 | Transcreener GDP fluorescence polarization, RGS4-accelerated GTP hydrolysis | Potency, µM (top dose mostly 114 µM), for the others: at the highest dose activity change, negative = inhibition, hits mostly inhibitors | 390,000 compounds, 0.039% hits | AID 504845; also: potency is read from the fitted curve at half-maximal effect; % is scaled to controls: 0 for no effect and ±100 for the full control effect; nearly all actives have a fitted effect of over 75% in size; some results filed as inactive show a strong effect at the top dose
Target sequence (P49798 whole entry, looked up): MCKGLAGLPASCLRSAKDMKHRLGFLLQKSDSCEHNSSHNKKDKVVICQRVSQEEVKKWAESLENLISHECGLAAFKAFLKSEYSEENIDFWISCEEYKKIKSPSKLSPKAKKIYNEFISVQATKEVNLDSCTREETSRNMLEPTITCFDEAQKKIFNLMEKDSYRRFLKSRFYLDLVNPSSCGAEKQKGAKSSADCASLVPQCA
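MLSMR compounds (23 nl, pin-transferred) preincubated 10 min at room temperature with a 500nM (2x) first reagent, then RGS4 at 900nM (2x) plus Transcreener GDP mix added; fluorescence polarization (620/688 nm) read before and after 90 min at 30 °C.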
USP1-UAF1 inh – USP1/UAF1 (human) deubiquitinase inhibition. recombinant USP1/UAF1, Ub-Rhodamine cleavage fluorescence. Potency, µM (highest dose often 57.1 µM), for inactives: at the top dose activity change, negative = inhibition, hits mostly inhibitors. 390,000 compounds, 0.23% hits. O94782; also: potency is read from the fitted curve at half-maximal effect; % is scaled to controls: 0 for no effect and ±100 for the full control effect; nearly all actives have a fitted effect of over 60% in size; inactives centre near -12
Target sequence (O94782 whole entry, looked up): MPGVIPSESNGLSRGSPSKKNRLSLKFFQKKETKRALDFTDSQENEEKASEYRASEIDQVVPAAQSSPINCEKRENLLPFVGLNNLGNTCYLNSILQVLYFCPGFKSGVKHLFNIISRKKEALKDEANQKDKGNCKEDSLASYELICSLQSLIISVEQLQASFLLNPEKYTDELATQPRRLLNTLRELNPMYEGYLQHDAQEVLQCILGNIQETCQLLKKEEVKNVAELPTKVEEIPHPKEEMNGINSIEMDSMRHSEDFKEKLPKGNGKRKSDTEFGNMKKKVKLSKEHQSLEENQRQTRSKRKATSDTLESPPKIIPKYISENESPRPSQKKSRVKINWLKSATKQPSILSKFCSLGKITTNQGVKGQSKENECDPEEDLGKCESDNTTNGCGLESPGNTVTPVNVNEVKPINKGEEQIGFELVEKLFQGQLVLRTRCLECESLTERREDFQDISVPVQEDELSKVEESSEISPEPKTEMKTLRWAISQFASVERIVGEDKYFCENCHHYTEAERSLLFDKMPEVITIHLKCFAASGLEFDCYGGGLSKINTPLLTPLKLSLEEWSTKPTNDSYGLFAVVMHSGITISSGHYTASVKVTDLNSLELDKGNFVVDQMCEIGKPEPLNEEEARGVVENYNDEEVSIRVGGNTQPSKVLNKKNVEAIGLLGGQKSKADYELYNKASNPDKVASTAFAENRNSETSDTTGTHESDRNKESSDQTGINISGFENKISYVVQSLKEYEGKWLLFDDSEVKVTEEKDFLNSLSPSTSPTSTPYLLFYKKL
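USP1/UAF1 complex (1 nM) preincubated 15 min at room temperature with compound, then Ub-Rho substrate (150 nM final) added. Kinetic fluorescence at 480/540 nm over 6 reads at 60 s intervals; 50 mM HEPES pH 7.8, 0.5 mM EDTA, 0.1 mg/ml BSA, 1 mM TCEP, 0.01% Tween-20.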
Vif-APOBEC3F blk – inhibitors of Vif-A3F interaction. 390,000 compounds, 0.2% hits. Potency, µM (top dose mostly 46.1 µM), for the others: top-dose activity, negative = active. HeLa A3F-eYFP + Vif (tagged APOBEC3F with the HIV-1 protein that degrades it), YFP fluorescence increase; also: potency is read from the fitted curve at half-maximal effect; % of control where 0% means no effect; nearly all actives have a fitted effect of over 65% in size
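Fluorescence increase (Ex 488/Em 500-530) after overnight compound treatment at 37 deg C flags inhibition of Vif-driven A3F-eYFP loss in stable HeLa A3F-eYFP/Vif cells seeded overnight beforehand.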
mIDH1 inhibitor – blocks human mutant IDH1 R132H enzyme; 390,000 compounds, 0.093% hits; AID 602179; Potency, µM (titrated, usually from 76.6 µM), inactives show top-dose activity change, negative = inhibition, hits mostly inhibitors; IDH1-R132H enzyme, NADPH consumption, diaphorase/resazurin fluorescence; also: potency is read from the fitted curve at half-maximal effect; % is scaled to controls: 0 for no effect and ±100 for the full control effect; nearly all actives have a fitted effect of over 65% in size
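IDH1-R132H (0.5 ug/mL dispensed) in pH 7.5 Tris buffer was preincubated 30 min with compound, then given a substrate mix of 0.016 mM NADPH and 2 mM alpha-KG for 80 min at room temperature; remaining NADPH was read by diaphorase/resazurin fluorescence.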
Vif-A3G inh – inhibitors of Vif-APOBEC3G interaction | Q9HC16 | HeLa A3G-eYFP + Vif (tagged APOBEC3G with the HIV-1 protein that degrades it), YFP fluorescence, overnight | Potency, µM (titrated, usually from 46.1 µM), for the others: top-dose activity, negative = active, usual class: inhibitors | 410,000 compounds, 0.076% hits | AID 602310;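 also: potency is read from the fitted curve at half-maximal effect; % is scaled to controls: 0 for no effect and ±100 for the full control effect; nearly all actives have a fitted effect of over 60% in size; hits raise eYFP signal because A3G escapes Vif-driven loss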
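HeLa cells stably expressing Vif and C-terminally eYFP-tagged A3G, seeded overnight at 37 deg C, then exposed to compound by pintool overnight at 37 deg C. Rise in yellow fluorescence (Ex 488/Em 500-530, Acumen) marks blocked Vif-driven A3G degradation.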
rTrxR1 inhibitor – blocks rat thioredoxin reductase 1 | O89049 | recombinant rTrxR1, NADPH fluorescence consumption, selenite substrate | Potency, µM (doses to about 114 µM), inactives show at the highest dose activity change, negative = inhibition, actives largely listed as inhibitors | 390,000 compounds, 1% hits | AID 588453; also: potency is read from the fitted curve at half-maximal effect; % is scaled to controls: 0 for no effect and ±100 for the full control effect; nearly all actives have a fitted effect of over 65% in size
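Rat TrxR1 (90 nM in the dispensed reagent) was pre-reduced with 400 uM NADPH for 5 min at room temperature, then incubated with compound for 15 min. After 400 uM selenite was added, NADPH fluorescence (Ex 340/Em 450 nm) was followed for 8 min.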
TrxR1 substrate – is turned over as a substrate by rat TrxR1; O89049; 390,000 compounds, 0.01% hits; AID 588456; Potency, µM (titrated, usually from 114 µM), inactives show at the top dose activity change, negative = substrate turnover; purified TrxR1 substrate turnover, NADPH consumption readout; also: potency is read from the fitted curve at half-maximal effect; % is scaled to controls: 0 for no effect and ±100 for the full control effect; nearly all actives have a fitted effect of over 50% in size
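Rat TrxR1, dispensed at 90 nM, was prereduced with 400 uM NADPH (final) for 5 min at ~22 deg C, then incubated with compound 15 min before 400 uM selenite. A first-read NADPH fluorescence drop versus no-compound background flagged substrates.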
LDHA block – LDHA (human) enzyme inhibition. P00338. purified LDHA, NADH/diaphorase-resazurin fluorescence; stronger effect = lower value. activity change, % (values are at about 110 or 230 µM). 480,000 compounds, 0.15% hits. AID 1347041; in the data active = activity change below about -30%; inconclusive = mostly about -25% to -30%;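 also: plate controls were DMSO wells for no effect and wells without enzyme for full effect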
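Enzyme activity of human lactate dehydrogenase 5 (2 nM; 0.06 mM NADH, 0.2 mM pyruvate, 5 min, RT) is measured via a resazurin/diaphorase fluorescence readout of residual NADH.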
GRP78 ERSR act – inducers of ER stress response in human glioma cells; U87-MG GRP78 promoter luciferase reporter, 16 h; Potency, µM, without a hit: at the highest dose activation, actives largely listed as activators; 420,000 compounds, 0.02% hits; AID 602332; also: potency is read from the fitted curve at half-maximal effect; series mostly up to about 76 µM; % of control where 0% means no effect; nearly all actives have a fitted effect of over 35% in size
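Stably transfected U87-MG glioma cells carrying a GRP78-based luciferase sensor; 16 h compound incubation. Luminescence end-point read 10 min after Bright-Glo addition at room temperature.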
* hit, by the source's call; u = inconclusive; x = not tested or not shown; & = joins results of further samples; [ ] = dose if it differs, or a comment. Unless noted, calls follow the shape of the dose curve; as a rule, active = well fitted curve in the direction sought with a large enough effect; inconclusive = small, poorly fitted or top-dose-only effect, or another doubt; inactive = no such curve, though single readings can be large; an effect the other way counts as inactive or inconclusive.

smiles	RGS4 inh	USP1-UAF1 inh	Vif-APOBEC3F blk	mIDH1 inhibitor	Vif-A3G inh	rTrxR1 inhibitor	TrxR1 substrate	LDHA block	GRP78 ERSR act
COc1ccc(S(=O)(=O)CCC(=O)NCCc2cccc(C)c2)cc1	37%	-14%	-2%	3%	3%	7%	4%	-7	-2%
CCCC(=O)Nc1c(-c2ccccc2)c(=O)c(C)nn1-c1ccc(C)cc1	26%	-9%	1%	-7%	0%	21%	-3%	-7	-4%
CCn1c(N2CCN(C(=O)c3ccco3)CC2)nc2ccccc21	-7%	-20%	2%	-3%	-7%	14%	9%	-4	-3%
Cc1ccc(S(=O)(=O)Nc2cccc(C(=O)NCC3CCCO3)c2)cc1F (stereo not drawn)	21%	-9%	4%	16%	-1%	-9%	-12%	-5	-6%
N#CCCN(C(=O)COC(=O)c1nc(Cl)ccc1Cl)c1ccccc1	24%	-2%	-1%	5%	1%	-7%	-9%	-9	-1%
O=C(Nc1ccc(F)cc1)C(c1ccccc1)N1CCN(C(=O)c2ccco2)CC1 (stereo not drawn)	-13%	-10%	-2%	3%	0%	-11%	-2%	-4	-2%
CC1CC(C)(C)CC2(C1)NC(=O)N(CC(=O)NC1CCCc3ccccc31)C2=O (stereo not drawn)	1%	-9%	4%	2%	0%	7%	1%	-12	-2%
C(#Cc1ccccc1)CN1CCOCC1	-5%	0%	-4%	-1%	-4%	19%[57.1 µM]	5%[57.1 µM]	4&-6	-6%
Cn1c(C(O)c2ccc(Br)cc2)nc(Cl)c1Cl (stereo not drawn)	9%	-14%	-14%	3%	0%	14%	3%	-2	-1%
Nc1nc(COc2ccc(Cl)cc2)cs1	-30%	-9%	5%	15%	-6%	8%[11.4 µM]	5%[57.1 µM]	-5	1%
CC[C@]12c3[nH]c4ccc(Cl)cc4c3CCN1C(=O)[C@@H](CC(=O)NCCCOC)C[C@@H]2C(=O)N1CCN(C(=O)C2CC2)CC1	-5%	-31%	5%	1%	0%	5%	-2%	0	-1%
Cn1c(C(=O)N2CCN(c3ccccc3)CC2)cc2cc(Cl)ccc21	9%	-21%	1%	-4%	2%	10%	1%	1	1%
CCCC1NC(=O)c2cc3ccccc3cc2-n2c1nc1cc(F)ccc1c2=O (stereo not drawn)	x	-5%	-18%	5%	-28%	x	x	3	-7%
COc1ccc(NC(=O)c2ccco2)c(OC)c1	-18%	-14%	-16%	4%	0%	4%	-2%	1	3%
Cc1ccc(-n2ncc3c(N4CCCC(C)C4)ncnc32)c(C)c1 (stereo not drawn)	0%	-26%	2%	2%	-2%	15%	6%	-2	-2%
NS(=O)(=O)c1ccc(NC(=O)c2cc(-c3ccccc3O)n[nH]2)cc1	8%	-12%	-1%	23%	3%	-6%[57.1 µM]	7%[57.1 µM]	0	-3%
CCC(C)c1ccc(NC(=S)NCc2ccccc2OC)cc1 (stereo not drawn)	-8%	-18%	u	0%	1%	9%[57.1 µM]	-19%[57.1 µM]	2	-1%
COC(=O)C1=C(C(=O)OC)[C@@H]2Nc3ccccc3[C@@]23C[C@@H](C(=O)OC)N(C(=O)C2CCC2)C3=N1	18%	-33%	0%	2%	3%	26%	4%	-3	-1%
CC(C#N)(Nc1ccc(Cl)cc1)c1cccnc1 (stereo not drawn)	19%	1%	-8%	5%	3%	-7%	-10%	-5	-4%
Cc1ccc(CC(=O)N(Cc2nc(-c3ccc(C)cc3)no2)C(C)C)cc1	0%	-22%	5%	6%	3%	20%	-7%	1	0%
O=C1CC(SC(=S)C2CCCC2=O)C(=O)N1 (stereo not drawn)	x	-10%	-14%	8%	1%	x	x	5	-2%
C=CCOc1ccc(C(=O)n2cc(C(=O)OC)c3ccccc32)cc1	-8%	-29%	-3%	1%	-3%	10%	-9%[57.1 µM]	1	2%
CN(C)CCCN1C(=O)c2oc3ccc(Cl)cc3c(=O)c2C1c1cccnc1 (stereo not drawn)	-34%	-15%	0%	17%	-3%	-39%	16%[57.1 µM]	2	-5%
O=C(O)CCc1c(C(=O)O)[nH]c2ccccc12	-22%	-15%	-9%	7%	-1%	-4%	0%	-3	-3%
O=C(Nc1cccc(NC(=O)c2ccco2)c1)c1ccccc1	16%	-9%	10%	-12%	-3%	2%	-1%	-10	2%
CCC(=O)Nc1sc2c(c1C#N)CCC2	-6%	-4%	6%	8%	-1%	23%[57.1 µM]	-17%	-4	-3%
CC(C)c1ccccc1NC(=O)COC(=O)C1(C)CC1(Cl)Cl (stereo not drawn)	15%	-28%	2%	8%	0%	25%	4%	0	0%
CCOC(=O)c1c(C)[nH]c(C(=O)OCC(=O)c2ccc3c(c2)NC(=O)CO3)c1C	-2%	-12%	1%	2%	1%	-2%	-1%	-1	-2%
CCN(c1ccccc1)S(=O)(=O)c1ccc(C(=O)N(C)Cc2cccs2)cc1	-10%	-19%	-1%	-7%	-3%	29%	-3%	1	0%
Cc1c(/C=N\NC(=O)c2cc3ccccc3o2)c2ccccc2n1C	5%	-25%	-11%	9%	u	-13%	-5%	-2	2%
CSCC[C@H](NC(=O)[C@@H]1Cc2ccccc2CN1)C(=O)Nc1ccc2c(c1)OCO2	37%[11.4 µM]	-24%	-7%	1%	0%	11%	-1%	2	2%
Cc1cc(Cl)ccc1NC(=O)CN1CCN(C(=O)c2ccco2)CC1	16%	-10%	1%	6%	0%	-13%	10%	-1	-4%
Nc1cc(C(=O)OCC(=O)N2CCCC2=O)ccc1Cl	-11%	-5%	7%	0%	0%	3%[57.1 µM]	4%[57.1 µM]	-5	-2%
O=C(OCC(=O)N1CCCC1=O)c1nc(Cl)ccc1Cl	6%	2%	4%	1%	3%	12%	3%	-6	-4%
O=C(CC1(O)C(=O)N(CN2CCOCC2)c2ccccc21)c1ccccc1 (stereo not drawn)	36%	3%	x	-1%	-1%	-7%	0%	4	-2%
COc1ccccc1C1CC(=O)NC(C)=C1C(=O)OC(C)C (stereo not drawn)	-27%	-16%	-11%	13%	1%	17%[57.1 µM]	-9%[57.1 µM]	-1	-1%
COCCCN1C(=O)c2ccc(C(=O)OCC(=O)N(CCC#N)c3cc(C)cc(C)c3)cc2C1=O	-9%	-15%	3%	-5%	-7%	9%	-2%	-2	-2%
CC(C)N(CCn1c(SCC(=O)N2CC(=O)Nc3ccccc32)nc2ccccc2c1=O)C(C)C	-28%	-18%	12%	0%	-3%	22%[57.1 µM]	-14%[57.1 µM]	-2	-8%
Cc1c(Cl)cccc1NC(=O)Cn1cnc(S(=O)(=O)N2CCCC2)c1	-13%&-16%	-4%&-16%	1%&-2%	-3%&-11%	-1%&4%	24%	5%	2&-9	-4%&-2%
CC1C(=O)N2CCCc3cc(NC(=O)C(=O)NCc4ccccn4)cc1c32 (stereo not drawn)	-38%	-6%	-11%	2%	-1%	5%	-4%	2	-2%
CC(=O)C[C@H](O)CC(=O)[C@H]1OC(=O)CC/C=C\Cc2ccccc21	21%	21%	0%	-10%	0%	-10%	-6%	7	-1%
CCOc1ccccc1CNC(=O)C1CCN(S(=O)(=O)c2c(C)noc2/C=C/c2ccccc2F)CC1	-18%	-8%	2%	-19%	4%	21%[57.1 µM]	5%[57.1 µM]	-6	-2%
CCOC(=O)CCn1cnc2ccc([N+](=O)[O-])cc2c1=O	4%	-15%	0%	4%	0%	17%	-1%	-1	-6%
COCC(=O)N1CCC2CC1c1cc(Cl)ccc12 (stereo not drawn)	-14%	-21%	5%	-6%	0%	16%	6%	-3	-3%
CCCCn1c(SCC(=O)NC2CCCC2)nnc1-c1ccco1	10%	-18%	8%	14%	-1%	20%[57.1 µM]	-7%	-10	-1%
N#CC(c1ccc(Cl)nn1)c1ccc(Cl)cc1Cl (stereo not drawn)	16%	-17%	-3%	2%	-7%	u	-2%	-4	7%
Nc1cc(=O)[nH]c(N2CCN(c3ccccc3)CC2)n1	10%	-1%	-11%	-3%	-4%	18%	6%[57.1 µM]	-5	-1%
Cc1nc2c(c(=O)n1CCC(C)C)c1nc3ccccc3nc1n2Cc1ccc2c(c1)OCO2	7%	-12%	x	1%	-2%	-9%	-4%	-11	-3%
COc1cccc(NC(=O)c2cccc(S(=O)(=O)N3CCN(Cc4ccccc4)CC3)c2)c1	27%	-3%	1%	2%	0%	23%	-8%	-5	1%
Nn1c(SCc2ccc(Br)cc2)nnc1-c1ccccn1	-6%	-5%	15%	-3%	0%	18%	0%	-8	2%

Source: PubChem BioAssay

An excerpt; the hit share may differ from the screen's.
